From PubChem
FUS yeast rescue: qHTS for Suppressors of FUS Proteinopathy: Primary screen using FUS-linked yeast assay; S. cerevisiae FUS-expressing, growth rescue, OD600, 24 h; Potency, µM (titrated, usually from 76.6 µM), for the others: at the top dose growth rescue (activation), actives largely listed as activators; hit rate 0.24% among 390,000;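 also: potency is read from the fitted curve at half-maximal effect; plate controls were DMSO vehicle for no effect and reference control for full effect; nearly all actives have a fitted effect of over 55% in size; some results filed as inactive show a strong effect at the top dose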
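Quantitative HTS measuring growth restoration of FUS-toxic yeast. Galactose-induced cells (OD 0.005) were exposed 24hr at 30C to compounds at several concentrations, then absorbance at 600 nm was recorded.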
EPAC1 agonist: qHTS for Agonist of cAMP-regulated guanine nucleotide exchange factor 3 (EPAC1): primary screen. EPAC1 agonist qHTS, biochemical assay; response scale: 100% = response to 6.5 mM cAMP. hit rate 0.073% among 360,000. Potency, µM (series often up to 154 µM), without a hit: top-dose activation, usual class: activators. Rap guanine nucleotide exchange factor 3 (Homo sapiens), O95398; also: potency is read from the fitted curve at half-maximal effect; nearly all actives have a fitted effect of over 60% in size
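Normalized to 6.5 mM cAMP, activity reflects EPAC1-catalysed release of BODIPY-GDP from Rap1B, followed kinetically over 30 min at 480 nm excitation, 540 nm emission. Reaction contained 100 nM EPAC1, 250 nM Rap1B-BODIPY-GDP, 50 uM GDP.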
PLK1 PBD block: qHTS for Inhibitors of PLK1-PDB (polo-like kinase 1 - polo-box domain): Primary Screen | Serine/threonine-protein kinase PLK1 (Homo sapiens), P53350 | Plk1 PBD binding of FITC phosphopeptide, fluorescence polarization | Potency, µM, for the others: max response, negative = inhibition, actives largely listed as inhibitors | hit rate 2.8% among 360,000; also: potency is read from the fitted curve at half-maximal effect; series mostly up to about 57 µM; % is scaled to controls: 0 for no effect and ±100 for the full control effect; nearly all actives have a fitted effect of over 65% in size
Abeta rescue: qHTS for compounds that reverse cellular toxicity of Amyloid beta (A-beta) peptide in yeast: Primary Screen. hit rate 0.063% among 410,000. yeast expressing A-beta42, growth rescue, OD600, 48 h; response scale: 0% DMSO, 100% iron-clioquinol control. Potency, µM (series often up to 46.1 µM), for inactives: at the top dose growth rescue, usual class: activators. AID 1347071, 2019; also: potency is read from the fitted curve at half-maximal effect; nearly all actives have a fitted effect of over 55% in size
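Growth rescue measured by 600 nm absorbance after 48 h yeast culture at 30 C with compound. Values normalized between DMSO and an equimolar ferric chloride plus clioquinol control.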
EPAC1 antag: qHTS for Antagonist of cAMP-regulated guanine nucleotide exchange factor 3 (EPAC1): primary screen. Rap guanine nucleotide exchange factor 3 (Homo sapiens), O95398. EPAC1 GEF assay, Rap1b-BODIPY-GDP exchange fluorescence. Potency, µM (top dose mostly 115 µM), without a hit: top-dose activity change, negative = inhibition, hits mostly inhibitors. hit rate 0.14% among 360,000. AID 720709, 2013;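 also: potency is read from the fitted curve at half-maximal effect; plate controls were vehicle for no effect and positive control for full effect; nearly all actives have a fitted effect of over 50% in size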
WRN inhibitor: qHTS for Inhibitors of WRN Helicase | WRN helicase unwinding, fluorescent forked duplex, kinetic | Potency, µM (doses to about 114 µM), for the others: at the highest dose activity change, negative = inhibition, usual class: inhibitors | hit rate 0.46% among 360,000 | AID 651768, 2012; also: potency is read from the fitted curve at half-maximal effect; % is scaled to controls: 0 for no effect and ±100 for the full control effect; nearly all actives have a fitted effect of over 55% in size
Target sequence (Q14191 whole entry, looked up): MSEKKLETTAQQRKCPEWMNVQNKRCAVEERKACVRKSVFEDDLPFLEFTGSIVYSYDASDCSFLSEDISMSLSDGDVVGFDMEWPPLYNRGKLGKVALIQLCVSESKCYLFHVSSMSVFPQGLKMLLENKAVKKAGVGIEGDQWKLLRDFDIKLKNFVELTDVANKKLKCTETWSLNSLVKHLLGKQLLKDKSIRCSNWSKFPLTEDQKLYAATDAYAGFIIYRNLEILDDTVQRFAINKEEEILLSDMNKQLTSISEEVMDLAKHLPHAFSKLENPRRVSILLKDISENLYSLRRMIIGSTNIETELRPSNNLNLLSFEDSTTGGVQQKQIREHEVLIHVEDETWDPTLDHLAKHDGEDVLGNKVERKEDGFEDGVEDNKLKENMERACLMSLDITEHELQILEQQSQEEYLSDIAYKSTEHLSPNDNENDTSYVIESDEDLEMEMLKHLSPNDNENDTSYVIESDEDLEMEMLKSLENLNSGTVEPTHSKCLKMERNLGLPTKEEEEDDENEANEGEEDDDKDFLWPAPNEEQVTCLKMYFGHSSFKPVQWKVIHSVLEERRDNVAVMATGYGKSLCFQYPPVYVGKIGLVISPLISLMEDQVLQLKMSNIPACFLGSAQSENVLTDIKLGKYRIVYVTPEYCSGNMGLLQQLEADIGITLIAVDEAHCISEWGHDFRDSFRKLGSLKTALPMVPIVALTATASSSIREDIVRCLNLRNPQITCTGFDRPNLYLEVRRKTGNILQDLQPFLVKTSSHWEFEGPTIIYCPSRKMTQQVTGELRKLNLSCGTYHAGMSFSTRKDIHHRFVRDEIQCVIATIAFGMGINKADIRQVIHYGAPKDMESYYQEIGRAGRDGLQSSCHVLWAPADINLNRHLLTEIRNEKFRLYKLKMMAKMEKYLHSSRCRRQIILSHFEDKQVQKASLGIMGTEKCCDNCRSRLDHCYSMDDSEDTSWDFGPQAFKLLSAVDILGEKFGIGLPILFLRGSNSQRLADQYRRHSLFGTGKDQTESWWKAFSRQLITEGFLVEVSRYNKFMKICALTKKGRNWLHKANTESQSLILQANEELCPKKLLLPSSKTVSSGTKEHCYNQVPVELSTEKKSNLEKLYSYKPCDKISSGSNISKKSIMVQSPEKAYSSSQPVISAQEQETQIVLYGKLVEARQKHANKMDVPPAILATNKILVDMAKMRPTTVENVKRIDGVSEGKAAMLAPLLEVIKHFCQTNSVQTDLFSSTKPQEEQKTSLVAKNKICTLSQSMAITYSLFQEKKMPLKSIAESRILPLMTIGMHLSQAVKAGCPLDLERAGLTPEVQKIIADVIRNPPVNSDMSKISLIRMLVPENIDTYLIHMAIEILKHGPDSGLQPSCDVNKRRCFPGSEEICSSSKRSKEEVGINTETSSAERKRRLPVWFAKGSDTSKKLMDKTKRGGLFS
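Primary qHTS, 1536-well format. 20 nM WRN + compound, 15 min RT; start with 100 nM forked fluorophore/quencher duplex, 2 mM ATP (final); kinetic read ex 525/em 598 nm.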
IL-2 act: qHTS of IL-2 Activators | IL-2 activation reporter assay, cell-based qHTS; stimulated with anti-CD3/CD4/CD28 beads; in transgenic mouse T cells | activation, % (series mostly up to about 46 µM) | hit rate 0.065% among 360,000 | AID 652025, 2013; in the data active = activation above about 50%; inconclusive = mostly about 30% to 49%; also: 0% is about no effect
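Quantitative HTS in unstimulated transgenic mouse T cells, with memory T cells as non-tolerant control and PMA/ionomycin as tolerance-bypass control. Compound pretreatment lasted 60 minutes before 18 h bead stimulation; EGFP/DsRed fluorescence read.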
PI5P4Ka inh: qHTS for Inhibitors of phosphatidylinositol 5-phosphate 4-kinase (PI5P4K). Phosphatidylinositol 5-phosphate 4-kinase type-2 alpha (Homo sapiens), P48426. PI5P4Kalpha enzyme, ADP-Glo luminescence, 60 min; stronger effect = lower value. max response, %. hit rate 1.2% among 330,000. AID 652105, 2013; active = max response of -50% or lower; inconclusive = between -30% and -50%; inactive = -30% or higher; also: value at the top dose of about 77 µM; % is scaled to controls: 0 for no effect and ±100 for the full control effect
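Enzyme plus substrate dispensed, test compounds pinned in, then ATP (5 microM final) added. After 60 min at RT, ADP-Glo reagent 1 for 45 min and reagent 2 for 30 min preceded luminescence imaging.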
The depositor's hits bear a star; ? = inconclusive; nt = no result given; [ ] = dose if it differs, or a comment. Unless noted, calls follow the shape of the dose curve; as a rule, active = well fitted curve in the direction sought with a large enough effect; inconclusive = small, poorly fitted or top-dose-only effect, or another doubt; inactive = no such curve, though single readings can be large; an effect the other way counts as inactive or inconclusive.

SMILES | FUS yeast rescue | EPAC1 agonist | PLK1 PBD block | Abeta rescue | EPAC1 antag | WRN inhibitor | IL-2 act | PI5P4Ka inh
Cc1oc(C)c2c(=O)ccc3c(c12)OC(N)=C(C#N)C3c1ccc(F)cc1 (stereo unspecified) | 33% | 3% | ? | 9% | -24% | -34% | 0.5 | ?
CS(=O)(=O)N1CCN=C1SCc1ccc([N+](=O)[O-])cc1 | 0% | 2% | 6% | 5% | -19% | -5%[57.1 µM] | 0.4 | 1
CC(Cc1ccccc1)N1C(=O)c2cccc([N+](=O)[O-])c2C1=O (stereo unspecified) | 7% | 14% | 2% | 7% | -10% | -6% | -0.2 | 3
CN(Cc1ccc(OCC(O)CN(C)Cc2ccccc2)cc1)Cc1nccn1C (stereo unspecified) | -26% | 3% | -7% | -5% | 4% | 0% | -4.4 | 4
CC(=O)Oc1ccc(-c2nc(-c3cccnc3)no2)cc1 | -13% | 16% | -7% | -26% | -7% | 2% | -0.4 | 3
COc1ccc(COCC(O)CN2CCN(S(=O)(=O)c3ccc(C(C)C)cc3)CC2)cc1 (stereo unspecified) | nt | 4% | 0% | 0% | -27% | -12% | -2.1 | -3
CCN(CC)S(=O)(=O)N1CCC(C(=O)NC(C)CCc2ccccc2)CC1 (stereo unspecified) | 25% | 5% | 3% | 7% | 2% | -4% | -0.8 | nt
CCC(=O)N1CCc2cc(Br)cc(S(=O)(=O)CCC(=O)NCc3ccco3)c21 | 3% | -2% | -12% | 19% | 4% | -2% | -0.6 | 5
COc1cc(C)nn1-c1ccc(Cl)cc1 | 9% | -5% | -9% | -1% | -18% | 4% | 0.9 | -6
O=C(NCc1cn2ccsc2n1)c1cccs1 | -29% | -13% | -8% | 4% | 5% | 9% | 0.0 | -7
O=C(CSc1nnc(-c2cccs2)n1-c1ccccc1)c1ccc2c(c1)OCCO2 | -11% | 6% | -4% | 3% | -3% | -13% | 0.3 | -6
Cc1ccc(OCC(=O)Nc2ccc([N+](=O)[O-])cc2)cc1 | nt | 8% | -2% | -11% | 12% | 7% | 0.0 | 6
CC(=O)Oc1cccc(N2C(=O)C3C(C2=O)C2C=CC3C23CC3)c1 (stereo unspecified) | 15% | 2% | -4% | 20% | -28% | 9% | 1.4 | nt
CCN1/C(=C\C=C2\C(=O)N(c3ccccc3)C(=S)N2C)Sc2ccccc21 | 22% | -9% | -12% | -29% | ? | 18% | -14 | -22
CCN(CC(=O)Nc1ccc2c(c1)OC(F)(F)O2)Cc1nc2ccccc2c(=O)[nH]1 | -8% | 3% | -6% | 13% | 3% | -13% | 2.3 | 14
Cc1ccc(NC(=O)N2CCCC2C(=O)NCc2ccc(Cl)cc2)cc1 (stereo unspecified) | -13% | -3% | 4% | -10% | 17% | 5% | 1.1 | 5
COc1ccc(NC(=O)CCN2CCCCCC2)c(OC)c1 | 3% | 15% | -10% | -1% | 9% | -7% | 3.7 | nt
COc1cccc(CSc2ccc(S(=O)(=O)N3CCOCC3)cc2C(=O)NCC2CCCO2)c1OC (stereo unspecified) | 8% | 1% | -11% | 2% | -14% | -28% | -2.5 | -24
COc1ccc(NC(=O)N(Cc2cc3cc(OC)c(OC)cc3[nH]c2=O)CC2CCCO2)cc1 (stereo unspecified) | 22% | 0% | -6% | -9% | -11% | -13% | -1.2 | 4
C=CCN(C(=O)c1csnn1)C(C(=O)NC(C)(C)C)c1ccncc1 (stereo unspecified) | 2% | 3% | -7% | 11% | -1% | -4% | -2.0 | 1

Laid out differently: results already given.
Values in the order: FUS yeast rescue	EPAC1 agonist	PLK1 PBD block	Abeta rescue	EPAC1 antag	WRN inhibitor	IL-2 act	PI5P4Ka inh
> Cc1oc(C)c2c(=O)ccc3c(c12)OC(N)=C(C#N)C3c1ccc(F)cc1 (stereo unspecified)
 : 33%	3%	?	9%	-24%	-34%	0.5	?
> CS(=O)(=O)N1CCN=C1SCc1ccc([N+](=O)[O-])cc1
 : 0%	2%	6%	5%	-19%	-5%[57.1 µM]	0.4	1
> CC(Cc1ccccc1)N1C(=O)c2cccc([N+](=O)[O-])c2C1=O (stereo unspecified)
 : 7%	14%	2%	7%	-10%	-6%	-0.2	3
> CN(Cc1ccc(OCC(O)CN(C)Cc2ccccc2)cc1)Cc1nccn1C (stereo unspecified)
 : -26%	3%	-7%	-5%	4%	0%	-4.4	4
> CC(=O)Oc1ccc(-c2nc(-c3cccnc3)no2)cc1
 : -13%	16%	-7%	-26%	-7%	2%	-0.4	3
> COc1ccc(COCC(O)CN2CCN(S(=O)(=O)c3ccc(C(C)C)cc3)CC2)cc1 (stereo unspecified)
 : nt	4%	0%	0%	-27%	-12%	-2.1	-3
> CCN(CC)S(=O)(=O)N1CCC(C(=O)NC(C)CCc2ccccc2)CC1 (stereo unspecified)
 : 25%	5%	3%	7%	2%	-4%	-0.8	nt
> CCC(=O)N1CCc2cc(Br)cc(S(=O)(=O)CCC(=O)NCc3ccco3)c21
 : 3%	-2%	-12%	19%	4%	-2%	-0.6	5

(more compounds)
SMILES | FUS yeast rescue | EPAC1 agonist | PLK1 PBD block | Abeta rescue | EPAC1 antag | WRN inhibitor | IL-2 act | PI5P4Ka inh
COCCCNC(=O)CSc1nc2c(sc3ccccc32)c(=O)n1CCCC(=O)NCC1CCCO1 (stereo unspecified) | 1% | 6% | -11% | -11% | -24% | -1% | 0.0 | 2
COc1ccc(N2CCN(C(=O)CCNS(=O)(=O)c3ccc(Br)s3)CC2)cc1 | -2% | -2% | -2% | -23% | 6% | -1% | 0.4 | -2
COc1cccc(CN2CC(C(=O)N(C)CC3CCOCC3)CCC2=O)c1 (stereo unspecified) | nt | 5% | -12% | 3% | 8% | -9% | -2.1 | 8
COc1ccccc1N1CCN(C(c2cccs2)C(C)NC(=O)c2ccncc2)CC1 (stereo unspecified) | -12% | 3% | -13% | 11% | -7% | 1% | 0.2 | 1
CCOC(=O)c1nn(-c2ccccc2C)c2nc(CC(C)C)c(C#N)c(=O)n12 | 8% | -2% | -1% | 5% | 1% | 8% | 0.4 | -6
Cc1cc(=O)[nH]c(SCC(=O)NCCC2=CCCCC2)n1 | 19% | -12% | 2% | 0% | 5% | 1% | -1.1 | 1
COC(=O)c1ccc(C(=O)OC)c(NC(=O)CSCc2ccc(Cl)cc2)c1 | -7% | 6% | -19% | 7% | 13% | -7% | 0.7 | 4
CCCSc1nc(C)c(CC(=O)OCC)c(=O)[nH]1 | 7% | 14% | -8% | -3% | -20% | -1% | -2.6 | 1
O=C(CNS(=O)(=O)c1ccc(Cl)cc1)N1CCN(c2ccc(F)cc2)CC1 | 21% | 0% | -2% | -23% | 3% | 1% | 0.4 | 5
CC(=O)C[C@@H](O)CC(=O)[C@@H]1OC(=O)CCCCCCCCc2ccccc21 | 18% | -3% | 21% | 20% | -12% | -1% | 0.1 | 3
COc1ccccc1N1CCN(S(=O)(=O)CCNC(=O)CCc2ccccc2)CC1 | 41% | -14% | 4% | -2% | 11% | 1% | -3.3 | 0
CC(=O)n1cc([C@H]2C=C(C(=O)Nc3ccccc3)O[C@@H](OCc3ccc(CO)cc3)C2)c2ccccc21 | 29% | 4% | 3% | -16% | -16% | 1% | 0.8 | 7
Cc1ccc(N2C(=O)N(CC(=O)Nc3cc(C)cc(C)c3)C(=O)C2C)cc1 (stereo unspecified) | 26% | 10% | -2% | 18% | -6% | -15% | -0.2 | 6
CCCCn1c(N)c(N(CC(C)C)C(=O)CN(C)S(=O)(=O)c2ccc(NC(C)=O)cc2)c(=O)[nH]c1=O | 12% | -7% | -1% | -2% | 2% | 9% | -3.6 | -2
CC1=C(C(=O)Nc2cc(C(=O)NCCC(C)C)ccc2C)SCCO1 | 0% | 6% | -17% | 12% | 14% | -7%[57.1 µM] | 1.1 | -1
O=C(O)C1C2C=CC(C2)C1C(=O)Nc1ccc(C(=O)N2CCCCC2)c(Cl)c1 (stereo unspecified) | 12% | -6% | -3% | 6% | 4% | 7% | 1.2 | -1
COc1ccc(C(C)=O)cc1CSc1nc2ccccc2c(=O)n1-c1ccccc1 | 3% | -11% | -1% | 5% | -1% | -3% | -2.3 | -6
C#CCOCCOCCOCCNc1nc(N2CCN(C(=O)[C@H](CCCCN)n3cc([C@@H](N)C(C)CC)nn3)CC2)nc(N2CCN(C(=O)[C@H](Cc3cc4ccccc4[nH]3)n3cc([C@@H](N)CC(C)C)nn3)CC2)n1 (stereo partly specified) | 42% | -22% | -19% | 7% | -15% | ? | -1.0 | -57*
Cc1ccc(/C=N/n2nnnc2N)o1 | 1% | 14% | 0% | -26% | -10% | 0% | 1.9 | -4
COc1cc(NS(=O)(=O)c2ccc(Nc3nc(-c4ccccc4)cs3)cc2)nc(OC)n1 | ? | -2% | 27µM* | 0% | 79µM* | -33% | -1.2 | 0
CC1CN(CC(O)COc2ccc(C(=O)c3ccccc3)cc2)CC(C)O1 (stereo unspecified) | 17% | 0% | -7% | -7% | ? | 6% | 4.7 | 9
O=C(c1cc2cc3ccc(Cl)cc3nc2o1)N1CCN(Cc2ccc3c(c2)OCO3)CC1 | -5% | 3% | -7% | -7% | -2% | -8% | -1.7 | 1
COc1ccc(OC)c(S(=O)(=O)Nc2ccc(-c3ccc4nnc(C)n4n3)cc2)c1 | 42% | -19% | -27% | 9% | 5% | -23% | 0.2 | 5
